CHRM1 PAM = human M1 muscarinic receptor positive allosteric modulators, primary screen, CHO-K1 cells, Fluo-8 calcium fluorescence, 1536-well; activation, % at 3 µM; CHO-K1 hM1, ACh EC20; 0% = ACh EC20, 100% = maximal ACh; 0.088% of 360,000 active; Muscarinic acetylcholine receptor M1 (Homo sapiens), P11229; in the data active means activation above about 19%, passing the limit was not always enough
Target sequence (P11229 whole entry, looked up): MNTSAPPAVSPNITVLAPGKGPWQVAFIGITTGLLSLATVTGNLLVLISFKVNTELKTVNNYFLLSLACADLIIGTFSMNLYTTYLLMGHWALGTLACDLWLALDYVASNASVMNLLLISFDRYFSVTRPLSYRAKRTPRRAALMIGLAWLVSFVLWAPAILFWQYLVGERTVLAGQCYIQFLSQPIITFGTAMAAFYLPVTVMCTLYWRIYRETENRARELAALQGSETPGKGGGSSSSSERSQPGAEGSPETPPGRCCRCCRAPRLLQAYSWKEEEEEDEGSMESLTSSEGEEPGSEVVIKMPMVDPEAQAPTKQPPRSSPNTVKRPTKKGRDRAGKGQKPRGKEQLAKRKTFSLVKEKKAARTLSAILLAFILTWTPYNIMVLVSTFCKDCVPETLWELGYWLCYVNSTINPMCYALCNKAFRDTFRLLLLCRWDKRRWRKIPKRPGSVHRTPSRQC
CRFR2-BP ag = agonists of CRF-BP/CRF-R2 complex, primary screen, cell-based, HEK293, calcium dye fluorescence, uHTS | CRF-binding protein / CRF receptor 2 complex (human) | activation, % at 13.2 µM | 0.46% of 350,000 active | calcium dye fluorescence (FLIPR); percent of saturating CRF peptide response;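 active means activation of at least 50%, plus an integration ratio under a set limit after plate pattern correction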;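 further: plate controls were neutral control wells without compound for no effect and CRF at EC100 for full effect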
CHRM1 antagonist = human M1 muscarinic receptor antagonists, primary screen, CHO-K1 cells, Fluo-8 calcium fluorescence, 1536-well | Muscarinic acetylcholine receptor M1 (Homo sapiens), P11229 | CHO-K1 hM1, ACh EC80 antagonist | inhibition, % at 3 µM | 1.3% of 360,000 active;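 active means percent inhibition above its own plate's cutoff, namely the mean of that plate's compound wells plus 3 SD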;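 further: peak over basal fluorescence ratio during 140 s after agonist addition; 0% = ACh EC80 plus DMSO and 100% = DMSO alone without agonist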
M4 ag = human M4 muscarinic receptor agonists, primary screen, CHO-K1 cells, Fluo-8 calcium fluorescence. Muscarinic acetylcholine receptor M4 (Homo sapiens), P08173. CHO-K1 hM4/Gqi5; vehicle 0%, full acetylcholine response 100%. activation, % at 3 µM. 0.14% of 360,000 active;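 active means activation above the run mean over all test wells plus 3 SD, cut at about 32% in these data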;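 further: peak over basal fluorescence ratio per well then scaled between controls; 0% = DMSO wells and 100% = acetylcholine at EC100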
Target sequence (P08173 whole entry, looked up): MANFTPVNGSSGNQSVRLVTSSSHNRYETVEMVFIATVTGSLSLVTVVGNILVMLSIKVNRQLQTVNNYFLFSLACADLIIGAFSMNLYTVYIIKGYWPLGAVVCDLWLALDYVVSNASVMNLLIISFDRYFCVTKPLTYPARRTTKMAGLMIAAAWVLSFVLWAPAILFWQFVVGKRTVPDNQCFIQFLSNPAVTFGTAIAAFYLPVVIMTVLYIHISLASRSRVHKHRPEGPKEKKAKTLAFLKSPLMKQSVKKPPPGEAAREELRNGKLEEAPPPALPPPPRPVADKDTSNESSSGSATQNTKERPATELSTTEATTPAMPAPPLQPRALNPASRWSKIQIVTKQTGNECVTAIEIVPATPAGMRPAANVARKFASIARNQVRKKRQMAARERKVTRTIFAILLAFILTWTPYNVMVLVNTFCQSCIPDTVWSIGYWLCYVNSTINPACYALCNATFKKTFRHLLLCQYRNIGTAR
M5 ag = human M5 muscarinic receptor agonists, primary screen, CHO-K1 cells, Fluo-8 calcium fluorescence; Muscarinic acetylcholine receptor M5 (Homo sapiens), P08912; CHO-K1 hM5 cells; 0% DMSO wells, 100% maximal acetylcholine response; activation, % at 3 µM; 0.19% of 360,000 active;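 active means activation above the run's mean over test compounds plus 3 SD, cut at about 23% in these data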;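 further: signal is peak over basal fluorescence ratio across the kinetic read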
M4 antag = human M4 muscarinic receptor antagonists, primary screen, CHO cells, Fluo-8 calcium fluorescence; Muscarinic acetylcholine receptor M4 (Homo sapiens), P08173; CHO-hM4 cells, ACh EC80; inhibition, % at 3 µM; 0.73% of 360,000 active; AID 624125, 2012;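 active means inhibition above its plate's cutoff, the mean inhibition of sample wells plus 3 SD, cut at about 27% in these data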;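 further: 0% = acetylcholine EC80 with DMSO and 100% = DMSO without agonist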
M5 antag = human M5 muscarinic receptor antagonists, primary screen, CHO cells, Fluo-8 calcium fluorescence | 0.59% of 360,000 active | AID 624040, 2012 | inhibition, % at 3 µM | CHO-hM5 cells, ACh EC80;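 active means inhibition above a per-plate cutoff, the mean of that plate's test compounds plus 3 SD, cut at about 27% in these data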;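 further: 0% = acetylcholine EC80 with DMSO and 100% = DMSO without agonist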
M4 PAM = human M4 muscarinic receptor positive allosteric modulators, primary screen, CHO-K1 cells, Fluo-8 calcium fluorescence. Muscarinic acetylcholine receptor M4 (Homo sapiens), P08173. AID 624126, 2012. 0.4% of 360,000 active. CHO-K1 hM4/Gqi5, ACh EC20; 0% = ACh EC20, 100% = maximal ACh. activation, % at 3 µM;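 active means activation above its plate's cutoff, the mean activation of sample wells plus 3 SD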; further: some results filed as inactive read as strong as hits
M5 PAM = human M5 muscarinic receptor positive allosteric modulators, primary screen, CHO-K1 cells, Fluo-8 calcium fluorescence | Muscarinic acetylcholine receptor M5 (Homo sapiens), P08912 | CHO-K1 hM5, ACh EC20 PAM; 0% = ACh EC20, 100% = ACh EC100 | activation, % at 3 µM | 0.3% of 360,000 active;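 active means activation above the run cutoff, the mean activation of all test compounds plus 3 SD, cut at about 18% in these data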
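Probe or stimulus: acetylcholine, EC20 level; Assay system: human M5 receptor in CHO-K1 cells; Schedule: compound preincubation 140 s before EC20 acetylcholine addition; Technique: intracellular calcium via Fluo-8 fluorescence; Dosing: single-point, 3 µM nominal; Read-out basis: percent activation from peak-over-basal fluorescence ratio, scaled EC20-to-EC100 acetylcholine; Repeats: one well per compound, no replicates.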
Active calls of the source: *; / = not tested or not shown.

SMILES	CHRM1 PAM	CRFR2-BP ag	CHRM1 antagonist	M4 ag	M5 ag	M4 antag	M5 antag	M4 PAM	M5 PAM
COc1ccc(Cl)cc1NC(=O)CN(C)C(=O)c1cn(-c2ccccc2)nc1-c1cccs1	14	8.9	-20	2	0	-18	-3	2	3
Fc1cccc(Cl)c1-c1nnc2ccc(N3CCOCC3)nn12	3	-0.6	-1	1	-1	5	-2	-1	0
CC(C)(CNC(=O)c1ccc(NS(=O)(=O)c2ccc(Br)cc2)cc1)N1CCOCC1	7	1.0	-6	2	-6	-10	1	2	4
COc1ccc(-c2c(-c3ccsc3)oc3ccc(N4CCOCC4)cc23)cn1	6	-3.6	-2	-1	9	17	-4	-8	14
CN(c1ccccc1)S(=O)(=O)c1ccc(C(=O)NCc2cccnc2)cc1	5	1.6	-18	5	-1	-16	-9	6	-6
COc1ccc(-c2nc(CSCC(=O)NCc3ccco3)c(C)o2)cc1	6	0.5	0	-1	-2	5	0	3	2
COCCNC(=O)Cn1cnc([N+](=O)[O-])n1	9	-1.1	1	1	5	1	3	-4	2
CC[C@]12c3[nH]c4cc(CCC(=O)N(C)C)ccc4c3CCN1C(=O)[C@@H](CC(=O)NCCCOC)C[C@@H]2C(=O)N1CCN(C(=O)C2CC2)CC1	8	1.5	-13	0	2	-9	-1	3	1
Cn1c(=O)n(C)c2cc(/C=C(/C#N)C(=O)NCc3ccco3)ccc21	5	3.9	-9	2	0	-3	6	0	2
CCCCOc1ccc(C2C(C(=O)c3ccc(C)o3)=C(O)C(=O)N2Cc2ccco2)cc1 (stereo not given)	5	/	-9	0	3	-5	-15	-1	12
COc1ccc(NC(=O)CCNC(=O)Cn2cnc3sc4c(c3c2=O)CCCC4)c(OC)c1	10	-2.2	-13	1	-3	-11	5	-3	2
COc1ccccc1CNC(=O)CS(=O)(=O)c1ccccc1	3	1.1	6	2	-2	-4	17	-4	-8
Cc1occc1C(=O)NNC(=O)NC12CC3CC(CC(C3)C1)C2	8	-1.1	-14	1	2	-3	2	-2	-3
O=C(NNC(=O)c1cccnc1Cl)c1ccc(F)cc1	9	-0.7	-8	2	-2	-17	-2	8	7
Cc1ccc(NCc2ccco2)cc1C	6	0.9	7	-1	-2	3	1	-2	3
N#Cc1c(-c2ccccc2)nc(SCC(=O)NC2CCCCC2)[nH]c1=O	3	-0.4	-2	1	-1	-1	3	-3	2
CC1C(=O)Nc2ccccc2N1C(=O)c1ccc(F)cc1 (stereo not given)	7	-1.6	-21	2	-7	-16	-7	6	6
O=C(NCc1cccnc1)C(=O)NCC1OCCN1S(=O)(=O)c1cc(F)ccc1F (stereo not given)	7	-0.2	-33	1	7	-8	-12	8	8
O=C(Oc1ccccc1C(=O)N1CCOCC1)c1ccccc1	-1	-2.5	3	1	-1	13	-10	-7	7
CCC(=O)N1CC2(CC(c3cccc([N+](=O)[O-])c3)=NO2)C[C@H]1C(=O)NCC(N)=O (stereo not given in full)	8	-0.7	-1	2	-1	2	10	11	9
COC(=O)CSc1nc2ccccc2n1CC(=O)N(C(C)C)C(C)C	-1	-3.8	6	0	-4	10	4	-3	-8
COc1ccc(NC(=O)CN(C)C(=O)CSc2ccc3c(c2)OCCO3)cc1	0	181*	4	4	-2	6	5	-1	-6
CSc1ccc(S(=O)(=O)Nc2ccc(OCC(=O)N3CCOCC3)cc2)cc1	14	-0.2	-6	1	1	2	-7	-1	6
CCc1ccc(NS(=O)(=O)c2c(C(=O)N3CCOCC3)c(C)n(C)c2C)cc1	9	1.1	-6	0	-5	-5	2	3	1
O=C(CN1CCN(C(=O)c2ccc(-c3nc4ccccc4s3)o2)CC1)Nc1ccccc1Cl	11	0.3	-13	2	1	-3	1	-1	2
CN(C)CCNC(=O)c1cccc(-c2cnc3c(NC=O)cc(-c4cc(F)c(F)c(F)c4)cn23)c1	-8	/	-5	2	-1	7	-5	-6	-2
COc1cccc(/C(C#N)=C/c2c(-c3ccc(Cl)cc3)nc3c(C)cccn23)c1	-22	5.3	48*	1	-6	-2	2	-9	-5
NC(=O)c1c(NC(=O)c2ccc(S(=O)(=O)N3CCOCC3)cc2)sc2c1CCCCC2	8	2.2	-14	3	-1	-12	3	-1	1
Cc1cccc(NC(=O)c2cc(NC(=O)CCCC(=O)O)ccc2Cl)n1	-4	-0.4	5	0	1	-1	-2	-4	-3
Oc1ccc(C[C@H]2CN([C@@H](Cc3ccccc3)CN3CCCC3CN3C(=S)NC[C@@H]3Cc3ccccc3)C(=S)N2CC2CCCCC2)cc1 (stereo not given in full)	/	/	/	0	0	7	-7	-2	5
O=C(NCC1CCCO1)NC1(C(F)(F)F)Oc2ccccc2O1 (stereo not given)	-4	0.1	17	0	-12	3	-2	4	35*
O=C(O)C1CCCN1S(=O)(=O)c1cc(Cl)ccc1Cl (stereo not given)	3	-1.3	-26	0	2	8	-3	1	-5
COc1ccccc1NCC(=O)c1ccc(Cl)cc1	2	-0.2	-2	0	1	-2	-2	-1	2
C[C@@]1([C@@H](NC(=O)c2cccs2)c2ccc(-c3ccccc3)cc2)C[C@H]1C1CCCCC1	7	1.9	-3	2	-1	1	12	1	3
COC(=O)c1cc(Br)ccc1NC(=O)CCNC(=O)c1ccco1	2	-1.8	10	2	0	-4	1	4	6
Cc1ccc(Cl)cc1NC(=O)COC(=O)C1CCCCC1	0	0.4	-14	-1	-2	6	-1	-2	-1
CC(=O)C1=C(O)C2(C)c3c(O)c(C)c(O)c(C(C)=O)c3OC2CC1=O (stereo not given)	1	29	-9	5	3	-4	1	4	-4
COc1cc(NC(=O)c2ccco2)c(OC)cc1NC(=O)CCC(=O)Nc1cccc(C)c1C	4	0.3	-3	4	0	14	11	-5	-8
O=C(O)CCC(=O)N1CCC(n2nnc3cc(C(F)(F)F)ccc32)CC1	7	-0.2	-15	1	-1	-10	0	7	7
COc1cccc(N2CCN(CC(=O)Nc3ccccc3C(=O)NCCc3ccccc3)CC2)c1	-12	-1.6	22	18	-4	18	28*	-4	-22
Cc1ccccc1-c1nc(CS(=O)CC(=O)NC(C)CCc2ccccc2)c(C)o1 (stereo not given)	2	-5.3	-5	5	-3	0	15	-7	-7
COCCNC(=O)Cn1cc(/C=C(\C#N)C(=O)NC2CC2)c2ccccc21	17	0.7	-16	2	0	1	1	1	4
O=C1N[C@H](Cc2ccccc2)COC(=O)[C@H](Cc2ccc(F)cc2)CC/C=C/C[C@H]1CC(=O)N(CCO)Cc1ccccc1	-1	-0.9	-1	11	1	-7	-3	-3	5
COC(=O)c1ccc(NC(=O)CSc2nnc(COc3ccccc3)n2C)cc1	3	1.9	2	1	-4	-7	18	5	2
Cc1nc(C)c(C(=O)C2=C(O)C(=O)N(CCN(C)C)C2c2ccccc2)s1 (stereo not given)	1	-1.2	-10	0	0	-3	4	1	-2

Given as comma-separated lines: part of the list above
SMILES,CHRM1 PAM,CRFR2-BP ag,CHRM1 antagonist,M4 ag,M5 ag,M4 antag,M5 antag,M4 PAM,M5 PAM
O=C(O)CCC(=O)N1CCC(n2nnc3cc(C(F)(F)F)ccc32)CC1,7,-0.2,-15,1,-1,-10,0,7,7
COc1cccc(N2CCN(CC(=O)Nc3ccccc3C(=O)NCCc3ccccc3)CC2)c1,-12,-1.6,22,18,-4,18,28*,-4,-22

The main list resumes with the 2 entries that preceded the break.
SMILES	CHRM1 PAM	CRFR2-BP ag	CHRM1 antagonist	M4 ag	M5 ag	M4 antag	M5 antag	M4 PAM	M5 PAM
COC(=O)c1ccc(NC(=O)CSc2nnc(COc3ccccc3)n2C)cc1	3	1.9	2	1	-4	-7	18	5	2
Cc1nc(C)c(C(=O)C2=C(O)C(=O)N(CCN(C)C)C2c2ccccc2)s1 (stereo not given)	1	-1.2	-10	0	0	-3	4	1	-2
CC(=O)c1ccc(S(=O)(=O)N(CCCO)Cc2cc3cc4c(cc3[nH]c2=O)OCCO4)cc1	1	-0.6	13	1	-2	-18	4	0	-2
O=C(NC1CCCCCCC1)C1=COCCO1	3	-1.3	-3	0	0	15	-1	5	-1
CSc1ccccc1NC(=O)c1cc(-c2cccnc2)nc2ccc(Br)cc12	0	1.6	3	5	1	4	6	-6	-8
COc1cc(/C=N/n2cnc3scc(-c4cccs4)c3c2=O)cc(OC)c1OC	-2	-1.2	7	1	0	11	-2	19	1
O=c1ccc(-c2ccc(S(=O)(=O)Nc3ccccc3)o2)n[nH]1	5	-0.8	-11	1	-2	-19	-8	4	17
CC(=C/c1ccccc1)/C=C1/SC(N2CCOCC2)=NC1=O	-5	-3.7	26	10	2	16	16	-12	-16
O=C(CN(C(=O)CCC(=O)Nc1nccs1)c1ccc(F)c(Cl)c1)NCc1ccco1	6	3.6	-11	3	-4	-11	-19	11	-6
COc1cc(C(=S)N2CCOCC2)ccc1OS(=O)(=O)c1ccccc1[N+](=O)[O-]	0	-2.6	-7	5	-1	-6	-6	4	-8
c1ccc2cc(OCCCn3ccnc3)ccc2c1	12	1.8	-17	8	-8	7	11	-16	-3
COc1nc(Nc2ccc(-c3nc4ccccc4o3)cc2)nc(N2CCOCC2)n1	1	0.0	-17	8	-1	-13	-10	4	-5
Brc1ccc(OCc2nnc3n2CCC3)cc1	-5	-1.2	6	0	-6	-4	5	3	-1
COc1cc(/C=N/NC(=O)C[n+]2ccccc2)cc(OC)c1OC	8	2.5	-8	0	-4	0	-3	3	2
COc1ccc(CN(C)C(=O)Cn2cnc3c(NCc4ccccc4)ncnc32)cc1OC	19	1.5	-4	4	2	-6	-6	3	-5
COc1cccc(-c2noc(CCC(=O)NCCc3ccccc3)n2)c1	6	-2.4	-14	4	-2	-5	6	2	2
CCCSc1nsc(NC(=O)Nc2ccc(F)cc2F)n1	-7	38	14	9	3	5	11	-7	-9
CCc1ccc(-n2c(SCC(=O)c3ccc4c(c3)NC(=O)CO4)nc3ccccc3c2=O)cc1	4	0.9	1	1	0	-5	0	-3	5
OCCCN1CNC(=S)NC1	3	-1.3	-2	0	1	4	6	0	0
Cn1c(=O)c(Oc2cc(Cl)cc(Cl)c2)nc2ccccc21	7	-0.8	-7	0	0	7	-4	3	0
c1ccc2c(c1)ncn2Cc1nnc2sc(-c3ccc4c(c3)OCO4)nn12	14	-0.4	-15	0	-4	1	0	-4	0
COc1ccc(OC)c(C(=O)COC(=O)c2c(OC)cccc2OC)c1	5	-1.9	-22	4	-1	-1	-6	-4	-3
COc1ccc(C(=O)CSc2nc(SC)ns2)cc1OC	6	-3.0	-22	3	-1	-5	-5	3	2
COc1ccc(N2CC(NC(=O)N3CCN(C(=O)c4ccco4)CC3)CC2=O)cc1OC (stereo not given)	7	2.4	-12	1	1	-10	1	3	6
O=C1c2ccccc2C(=O)N1Cc1ccccn1	8	1.1	-1	1	-4	-3	2	3	-2

Compound activity (PubChem)
